High-throughput results as filed in PubChem.
MDM2 E3 inh: MDM2-luciferase reporter signal enhancers, primary screen, MDM2 E3 ligase inhibitor project, cell-based, luminescence, 1536-well; actives 0.11% (n = 210,000); signal enhancement, % at 5 µM; cell-based MDM2 ubiquitination luciferase reporter, 2 h; 0 = plate control, 100 = twice control, blank-subtracted; AID 1230, 2008; E3 ubiquitin-protein ligase Mdm2 (Homo sapiens), Q00987;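 active = signal enhancement of 30% or more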;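 note: luminescence tracks abundance of the self-degrading MDM2-luciferase fusion protein; higher signal means inhibition of MDM2 E3 ligase activity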
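Buffer or medium: Cells held in DMEM | Assay system: Stable mammalian line carrying autodegrading MDM2–luciferase fusion reporter | Quantity: 2000 cells/well | Times: 4 h settle plus 2 h compound, 37 °C | Doses: One concentration, 5 µM, with 0.2% DMSO | Technique: Luminescence with SteadyLite reagent, 15 min at room temperature | Benchmarks: Plate controls and plate blanks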
p47phox inh: p47phox/p22phox peptide binding inhibitors, primary screen, biochemical, uHTS, NADPH oxidase regulatory subunit; Neutrophil cytosol factor 1 (Homo sapiens), P14598; fluorescence polarization, 2 h; inhibition, % at 24.7 µM; actives 0.53% (n = 220,000); AID 1274, 2008;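 active = inhibition above about 30%, limit read from the data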;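 note: 0% = p47phox with labelled peptide and 100% = labelled peptide alone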
Target sequence (P14598 whole entry, looked up): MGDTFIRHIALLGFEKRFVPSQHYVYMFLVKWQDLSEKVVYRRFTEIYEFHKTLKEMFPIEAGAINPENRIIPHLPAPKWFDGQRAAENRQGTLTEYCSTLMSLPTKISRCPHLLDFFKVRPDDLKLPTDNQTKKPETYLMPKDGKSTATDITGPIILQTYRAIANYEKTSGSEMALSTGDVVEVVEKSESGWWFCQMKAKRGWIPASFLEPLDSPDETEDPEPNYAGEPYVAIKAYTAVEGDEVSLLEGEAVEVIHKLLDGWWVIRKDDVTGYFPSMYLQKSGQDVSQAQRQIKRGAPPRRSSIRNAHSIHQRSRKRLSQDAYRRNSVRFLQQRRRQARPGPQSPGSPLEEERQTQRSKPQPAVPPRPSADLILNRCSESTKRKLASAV
Hck-Nef inh: inhibitors of Nef-activated human Hck kinase, primary screen, biochemical, Z-Lyte FRET, 384-well, Hck-YEEI | inhibition, % at 20 µM | Recombinant Hck-YEEI plus Nef, Z-Lyte FRET kinase assay | actives 0.68% (n = 220,000) | Tyrosine-protein kinase HCK (Homo sapiens), P08631;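 active = Hck-Nef kinase inhibition above about 50%, limit read from the data; inactive = inhibition below that limit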;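 note: 0% = DMSO with Hck plus Nef and 100% = Hck alone without Nef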
Target sequence (P08631 whole entry, looked up): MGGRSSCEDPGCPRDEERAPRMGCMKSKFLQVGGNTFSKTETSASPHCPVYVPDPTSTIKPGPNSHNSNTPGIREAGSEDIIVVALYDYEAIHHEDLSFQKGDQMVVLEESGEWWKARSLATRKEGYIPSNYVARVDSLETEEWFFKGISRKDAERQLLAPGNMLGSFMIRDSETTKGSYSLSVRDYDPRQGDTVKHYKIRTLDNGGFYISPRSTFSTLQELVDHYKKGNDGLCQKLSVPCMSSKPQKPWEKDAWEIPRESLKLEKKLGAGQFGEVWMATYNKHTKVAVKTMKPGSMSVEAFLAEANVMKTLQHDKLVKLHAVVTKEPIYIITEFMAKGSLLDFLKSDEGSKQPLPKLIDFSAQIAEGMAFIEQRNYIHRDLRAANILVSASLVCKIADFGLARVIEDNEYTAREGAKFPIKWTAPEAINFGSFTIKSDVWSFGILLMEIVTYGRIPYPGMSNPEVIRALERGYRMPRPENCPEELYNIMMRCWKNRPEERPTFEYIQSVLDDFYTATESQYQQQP
Runt-CBFb FRET: inhibitors of RUNX1 Runt–CBFb binding, primary screen, biochemical, FRET, Cerulean-Runt, Venus-CBFb, uHTS | Runt-related transcription factor 1 (Homo sapiens) + Core-binding factor subunit beta … | actives 0.46% (n = 220,000) | Cerulean-Runt/Venus-CBFb FRET ratio 530/480, 1 h | inhibition, % at 20 µM;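 active = inhibition over about 50% at 20 µM in the single-dose screen, limit read from the data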;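 note: 0% = DMSO wells and 100% = excess unlabeled CBFb competitor control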
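Reagent – Venus-CBFb binding partner, 100 nM · Assay system – Cerulean-tagged RUNX1 Runt domain (FRET donor) fusion protein · Input – 100 nM per protein · Incubation – two 1 h room-temperature incubations shielded from light · Measured by – FRET fluorescence · Medium – Tris buffer pH 7.5 with salts and BSA · Benchmarks – unlabeled CBFb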
TbHK1 inh: Trypanosoma brucei hexokinase 1 inhibitors, primary screen, biochemical, G6PDH-coupled NADH absorbance, MLSCN library; actives 0.11% (n = 220,000); recombinant TbHK1, G6PDH-coupled NADH A340; AID 1430, 2008; hexokinase 1 [Trypanosoma brucei]; inhibition, % at 10 µM;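 active = inhibition of 50% or more in the single-dose primary screen; inactive = inhibition below 50%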
Runt-SMMHC FRET: inhibitors of RUNX1 Runt–CBFb-SMMHC binding, primary screen, biochemical, FRET, Cerulean-Runt, Venus-CBFb-SMMHC, uHTS; Runt-related transcription factor 1 (Homo sapiens) + Core-binding factor subunit beta …; Cerulean-Runt/Venus-CBFb-SMMHC FRET ratio 530/480, 1 h; inhibition, % at 20 µM; actives 0.74% (n = 220,000);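 active = mean inhibition across duplicate retests at 20 µM reaching about 50%, limit read from the data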;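 note: 0% = DMSO wells and 100% = wells with excess untagged CBFb-SMMHC; inhibitors lower the FRET ratio by blocking Runt binding to CBFb-SMMHC; some results filed as inactive read as strong as hits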
L929 necroptosis: inhibitors of zVAD-triggered necroptosis, primary screen, L929 cells. AID 1377, 2008. actives 0.38% (n = 220,000). viability rescue, % at 10 µM. L929 zVAD necroptosis rescue, ATP luminescence, 24 h; with zVAD 60 µM;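 active = activation, scaled between plate controls, above about 75%, limit read from the data; inactive = activation under that limit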;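 note: 0% = zVAD with DMSO and 100% = DMSO alone without zVAD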
EBV gp42 block: Epstein-Barr virus gp42 inhibitors, primary screen, biochemical, uHTS, fluorescence polarization; Glycoprotein 42 (Epstein-Barr virus (strain AG876)), Q1HVG2; Fluorescence polarization binding assay, mP read-out; inhibition, % (tested at 21.74 µM); actives 0.42% (n = 220,000); AID 1085, 2008; in the data active = inhibition above about 50%
14-3-3 Bad PPI: inhibitors of 14-3-3 zeta/Bad binding, primary screen, biochemical, TR-FRET, bovine 14-3-3 zeta; 14-3-3 protein zeta/delta (Bos taurus), P63103; TR-FRET 14-3-3zeta/Dy647-pBad peptide displacement, 1 h; inhibition, % at 21.7 µM; actives 0.71% (n = 220,000); AID 781, 2007;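 active = inhibition above about 70%, limit read from the data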;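 note: 0% = full 14-3-3 plus peptide FRET controls and 100% = background without 14-3-3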
Active calls of the source: *; x = no result given; [ ] = another dose, or the depositor's remark.

SMILES	MDM2 E3 inh	p47phox inh	Hck-Nef inh	Runt-CBFb FRET	TbHK1 inh	Runt-SMMHC FRET	L929 necroptosis	EBV gp42 block	14-3-3 Bad PPI
COc1ccc(OC)c2sc(Cl)nc12	-0.9	4.9	3.2	1.8	-3.8	-7.5	-0.6	-2.6	-13.1
Cc1ccc(OCC(O)Cn2c(NCCc3ccccc3)nc3c2c(=O)[nH]c(=O)n3C)cc1 (configuration not stated)	-18.0	-7.1	0.5	-1.5	-5.5	1.4	0.1	4.5	7.0
O=C(CN1CCOCC1)Nc1ccccc1C(=O)O	-0.8	-5.0	-11.1	0.8	17.0	-1.3	-0.2	-3.1	8.5
O=C(NCc1cccnc1)C1CCCN(S(=O)(=O)c2ccc(Br)cc2)C1 (configuration not stated)	-7.2	-6.4	0.7	0.7	-3.3	2.8	-0.5	3.1	4.1
Cc1cccc(NCCC(=O)c2ccc([N+](=O)[O-])cc2)c1C	6.9	-3.9	5.5	5.6	-0.7	-0.6	0.6	-10.3	-2.4
COc1ccc(CN2CCN(Cc3ccc(C)cc3)C(CCO)C2)cc1OC (configuration not stated)	-12.2	3.0	10.1	0.7	-9.0	-4.6	0.6	-5.0	-4.1
c1coc(CNC2CCCCCCC2)c1	-15.6	-3.8	0.9	-1.1	1.7	-1.4	-0.3	8.4	23.7
O=C(CN1CCCC1)N1CCN(c2ccccc2)CC1	-18.6	-10.1	6.5	1.3	5.6	2.3	-0.8	-4.6	-6.7
O=C(CCN1C(=O)C2C3C=CC(C3)C2C1=O)Nc1c(F)cccc1F (configuration not stated)	-6.0	-11.8	-0.6	0.0	-5.3	0.1	1.1	-19.0	-13.2
CCN(CC)C(=O)CSc1nnc(CNc2ccc(F)cc2)n1-c1ccccc1	-4.8	0.1	7.5	-2.0	-2.5	-1.0	-1.1	-8.4	-6.2[fluorescence artefact?]
CC1CCC(C(C)C)C(OC(=O)Cn2nnc3c(cnn3-c3ccccc3)c2=O)C1 (configuration not stated)	x	6.2	20.7	-1.2	-2.3	0.7	-0.6	-5.1	-0.4
Cc1ccc(N/C(N)=N/c2nc(CSc3ccc(C)cc3)cc(=O)[nH]2)cc1	-13.6	2.1	0.0	0.4	-12.0	1.5	-0.5	-15.9	-8.0
CCSc1nnc(NC(=O)C2CCCCC2C(=O)O)s1 (configuration not stated)	6.3	-147.1	0.9	-1.0	-3.6	-4.0	1.4	5.9	-10.0
CCC(C)[C@H](NC(=O)NCc1ccc(S(N)(=O)=O)cc1)C(=O)O (some centres not stated)	-2.6	-10.0	-3.1	1.7	-1.4	-3.0	0.0	-15.0	-4.4
CS(=O)(=O)c1ccc2nc(NC(=O)C3CCCCC3)sc2c1	-17.9	-1.8	3.0	-0.6	5.6	0.3	73.0	-4.0	6.2
Cc1c(O)c2ccccc2oc1=O	2.5	-9.6	18.9	-1.1	-0.5	-4.7	0.3	-18.6	0.8
COc1cc(OC)cc(C(=O)N[C@H](C(=O)Nc2nc(-c3cc(OC)ccc3OC)cs2)C(C)C)c1	-14.2	-28.8	15.5	-0.4	-0.5	3.5	0.8	-7.6	-3.7
CN(C)S(=O)(=O)c1ccc(N2CCCC2)c(C(=O)Nc2nc(-c3ccc(F)c(F)c3)cs2)c1	-20.8	-23.2	1.9	-2.4	-24.7	-5.6	-0.3	-24.6	-20.7
O=C(Nc1nc2ccc(F)cc2s1)c1ccccn1	-68.3	-21.3	25.7	2.0	-4.5	2.6	24.9	-10.5	-21.5
COC(=O)COn1c(-n2nc(C)cc2C)nc2ccccc2c1=O	-5.3	-2.9	-19.2	0.3	-1.5	0.2	-1.1	-14.2	-1.1
COc1ccc(Oc2cnc3ccccc3n2)cc1	-10.8	-10.0	19.0	-0.4	-10.1	-2.9	0.4	-12.2	-6.7
CCOC(=O)C1(CCSC)NC(c2ccco2)C2C(=O)N(CC)C(=O)C21 (configuration not stated)	-5.9	-9.8	1.2	1.3	-5.4	0.6	0.2	-16.4	-14.9[fluorescence artefact?]
CCC(=O)NC(=S)Nc1ccccc1C(=O)OC	-13.0	-4.2	2.7	0.7	17.3	1.6	0.5	25.7	-1.3[fluorescence artefact?]
COc1ccc(-c2c3c([nH]c(=S)c2C#N)CCC3)cc1	-0.8	-11.0	-0.8	10.4	-1.8	1.2	-0.1	-14.7	-4.9[fluorescence artefact?]
O=C(CC1NC2CCCCC2NC1=O)Nc1ccc2c(c1)OCO2 (configuration not stated)	-5.2	-8.2	1.6	0.5	-0.2	-2.3	0.1	-2.1	-8.4

Quoted from the listing.
L929 necroptosis with Cc1cccc(NCCC(=O)c2ccc([N+](=O)[O-])cc2)c1C is entered as 0.6
MDM2 E3 inh with COc1ccc(CN2CCN(Cc3ccc(C)cc3)C(CCO)C2)cc1OC (configuration not stated) is entered as -12.2
Runt-CBFb FRET with Cc1ccc(OCC(O)Cn2c(NCCc3ccccc3)nc3c2c(=O)[nH]c(=O)n3C)cc1 (configuration not stated) is entered as -1.5

Following part:
SMILES	MDM2 E3 inh	p47phox inh	Hck-Nef inh	Runt-CBFb FRET	TbHK1 inh	Runt-SMMHC FRET	L929 necroptosis	EBV gp42 block	14-3-3 Bad PPI
O=C1[C@H]2[C@H](ON3CCCC[C@H]23)C(=O)N1c1ccc(Cl)cc1	-17.1	-12.6	20.0	0.4	-3.8	2.6	1.0	-14.5	-18.5
Cc1nc(NC(=O)c2ccc(-c3cc4ccccc4oc3=O)cc2)ccc1Br	2.2	11.9	7.4	1.6	1.9	3.6	1.4	-11.4	66.4
CNC(=O)C12N=CNN=C1N(C)C(=O)N2C (configuration not stated)	9.4	5.9	24.4	0.3	-4.4	-1.4	11.4	-11.0	-18.5
CCOC(=O)Cc1cc(=O)[nH]c(=O)[nH]1	-2.6	-1.8	-20.8	-8.5	10.4	-14.4	-0.1	-5.5	10.9
CCOC(=O)C1C(c2cc(OC)c(O)c(OC)c2)NC(=S)NC1(O)C(F)(F)F (configuration not stated)	-19.1	-19.8	3.9	3.9	25.0	3.3	0.3	-8.9	2.5
CCOc1ccc(NC(=O)COC(=O)c2cccnc2)cc1	-8.5	-17.1	0.5	-1.4	-0.9	1.3	-0.2	-15.4	0.4[fluorescence artefact?]
c1ccc(C(c2nnnn2C2CCCC2)N2CCCCCC2)nc1 (configuration not stated)	-37.3	-10.5	0.6	0.6	0.9	2.3	-0.1	-13.0	15.4
CC(C)N1C(=S)SC2CS(=O)(=O)C=C21 (configuration not stated)	-8.1	3.1	-0.1	-1.8	-6.1	5.9	-0.6	8.9	-9.8
c1ccc2c(-c3nnc4n3CCCCC4)c[nH]c2c1	4.7	-4.3	2.0	-2.0	9.3	-6.2	0.3	-8.4	-9.7[fluorescence artefact?]
COc1ccc(N=C/C=C2/C=C(c3ccccc3)OC(C)(C)O2)cc1	5.3	-26.8	39.1	-4.3	-34.8	-8.6	6.7	-11.1	-8.1
CCN1CCN(C(CNS(=O)(=O)c2cccs2)c2cccnc2)CC1 (configuration not stated)	4.8	-9.5	23.6	0.6	-9.5	-3.1	-0.1	-14.4	-0.7
Cc1nnc(N/N=C/c2cc(C)n(-c3ccc(F)cc3)c2C)n1N	-5.9	-4.8	2.8	15.6	7.4	10.0	x	-11.5	13.3
Cc1ccccc1OCc1nc(-c2ccc(NC(=O)c3ccc4c(c3)OCO4)cc2)no1	-36.2	-6.9	2.4	-2.6	4.8	-3.2	1.4	0.9	35.3[fluorescence artefact?]
CCOc1ccccc1-c1nc(-c2ccc(C)nc2OC)no1	5.2	-16.5	-0.2	2.0	4.5	-1.4	-0.3	-18.9	-3.6
CCOC(=O)c1[nH]ncc1CN1CCCC(C(=O)c2ccc(OC)c(OC)c2)C1 (configuration not stated)	-2.6	0.1	24.8	3.1	-0.8	1.3	1.5	-5.9	-11.0
CC(C)OC(=O)C1C(=O)CC(C)(O)C(C(=O)OC(C)C)C1c1cccc([N+](=O)[O-])c1 (configuration not stated)	-9.8	20.4	26.5	-5.7	1.4	4.0	7.3	2.0	-8.5
CCCCn1c(CN2CCN(c3ccc(F)cc3)CC2)nc2c1c(=O)n(C)c(=O)n2C	-18.9	-12.7	23.8	-2.6	-4.6	-4.6	0.5	-0.8	-19.1
O=C(NCC1CCCO1)c1csc2c1CCCCC2 (configuration not stated)	-7.4	-5.4	-0.2	-4.3	-6.5	-2.7	-0.3	-28.9	4.5
CCN(C(=O)c1cc2c(=O)[nH]c3ccc(C)cc3c2s1)c1ccccc1F	-7.5	17.3	33.0	-0.4	-0.2	1.3	6.2	-7.8	7.6
NS(=O)(=O)c1cc2c(cc1Cl)NC(CSCc1ccccc1)=NS2(=O)=O	x	4.8	-4.2	-2.8	-5.5	0.1	-0.2	-5.8	11.8
Cc1cccc(S(=O)(=O)NCC2CCCO2)c1 (configuration not stated)	-16.5	0.0	4.0	-0.1	1.4	-1.5	0.4	-8.1	6.9
Cc1c(NC(=O)CSc2n[nH]c(=O)n2-c2ccccc2)c(=O)n(-c2ccccc2)n1C	-18.6	4.8	-2.3	-1.6	-4.9	0.1	0.3	2.2	41.2
CC(=O)CCC(=O)N1CCCC(CNC(=O)c2ccc(-c3ccccc3)cc2)C1 (configuration not stated)	10.6	6.1	16.2	-1.0	-4.1	-1.1	5.3	-0.9	-10.1
O=C(O)CCN1C(=O)C2C3CC(C2C1=O)C1C(c2ccccc2)c2sc(=O)[nH]c2SC31 (configuration not stated)	3.4	-3.6	8.7	12.0	-3.9	-0.7	2.9	7.6	9.4
Cc1c(C(=O)OC(C)C)sc(NC(=O)C2CCCO2)c1C(=O)OC(C)C (configuration not stated)	-8.0	-2.3	-1.4	-4.0	2.5	-6.8	0.1	17.1	9.5
CC(=O)NCC(=O)NC(C(=O)Nc1ccc2c(c1)OCCO2)c1ccccc1 (configuration not stated)	-11.1	4.1	-3.0	2.7	-5.0	-0.5	2.9	-7.8	8.4
